Source: PubChem
PAX8 inh HTS: inhibitors of PAX8-driven TPO luciferase reporter, primary screen, RMG-I cells, single concentration. SteadyGlo, 24 h. inhibition, % at 12.6 µM. 1.2% of 360,000 active;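 active = mean replicate inhibition at least 60% with every replicate also reaching 60%; inconclusive = only one of the two criteria is met; inactive = mean below 60% and not all replicates reaching 60%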;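 also: luciferase light reporting Pax8 driven TPO promoter activity; plate controls were median of neutral control wells for no effect and mitoxantrone controls for full effect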
miR-122 sensor: miR-122 Renilla sensor signal increase in Huh7, primary screen, miR-122 inhibitor project, cell-based, single point, plate reader. Huh7 miR-122 Renilla luciferase sensor, 48 h; neutral wells = 0, positive control = 100. activation (reporter increase), % at 12.5 µM. 0.3% of 340,000 active. AID 602342, 2012;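 active = mean replicate activation score at least 90 and every replicate individually at or above 90; inconclusive = only one of the two criteria met; inactive = neither criterion met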;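 also: higher luciferase means less miR-122 activity so hits act as miR-122 inhibitors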
EWS-Fli block: EWS/Fli-driven NR0B1 reporter inhibitors, primary screen, A673 cells, NR0B1 luciferase, luminescence, MLPCN library; viability-normalised; inhibition, % at 12.6 µM; 0.67% of 350,000 active; AID 651661, 2012;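 active = mean inhibition of at least 50% after viability correction, with every replicate also passing that limit; inconclusive = mean reaches 50% but only one of two replicates passes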;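 also: firefly luciferase signal divided by Alamar Blue viability fluorescence both relative to DMSO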
F508del corr: F508del CFTR correction, initial screen, CFBE line, single point. CFBE cells, YFP halide quenching; stimulated with forskolin plus potentiator P3; % fluorescence drop versus neutral controls. activity (quench increase), % at 7.58 µM. 0.36% of 350,000 active;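 active = mean added fluorescence quench of at least 8% versus neutral control, with both replicates also reaching 8%; inconclusive = only one of the mean or replicate conditions met; inactive = mean below 8% and not both replicates reaching 8%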;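 also: cells transiently co-express mutant CFTR-F508del with the halide-sensitive YFP; corrector assay measuring rescue of mutant channel to the surface after 24 h compound exposure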
INS-1E GSIS act: GLuc luminescence reporter in INS-1E cells, primary screen for activators of glucose-dependent secretion of insulin. INS-1E GLuc reporter insulin secretion, 2-3 h. activation, % at 16.6 µM. 0.61% of 370,000 active. AID 743287, 2014;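 active = lowest replicate activation of at least 40%, so every replicate reaches that level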;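 also: 0% = median of neutral control wells and 100% = median of IBMX positive control wells; some compounds called inactive have numbers as strong as hits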
DENV2 CPE rescue: inhibitors of DENV2 cytopathic effect, primary screen, cell-based, plate reader, single concentration; DENV2-infected cells, cytopathic effect rescue; CPE inhibition, % at 9.99 µM; 1.7% of 350,000 active; AID 651640, 2012; in the data active = CPE inhibition above about 20%, passing the limit was not always enough; inconclusive = no clear call, values can overlap the other calls; tested in BHK-21 cells;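 also: 0% = median of neutral control wells and 100% = median of positive control wells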
FN deposit inh: inhibitors of fibronectin matrix deposition, primary screen, AH1F cells, Alexa488-fibronectin fluorescence, plate reader. 0.086% of 350,000 active. inhibition, % at 12.6 µM. AH1F fibroblasts, overnight;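 active = mean inhibition across replicates of 30% or more, regardless of how many single replicates reach that level; inconclusive = mean under 30% yet at least half of replicates reach 30%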;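 also: positive control wells lacked labelled fibronectin entirely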
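Material: AH1F fibroblast monolayer depositing Alexa488-labelled fibronectin into matrix | Input: 10000 AH1F cells/well | Medium: DMEM plus 2% serum, read in PBS | Reagent: Alexa488-fibronectin, 24 nM final in well | Compound dosing: One dose per compound, pinned | Schedule: 1 h adhesion, overnight exposure | Measured by: Fluorescence at 485 nm excitation, 525 nm emission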
* hit, by the source's call; u = inconclusive; x = no result given; [ ] = another dose, or the depositor's remark.

SMILES	PAX8 inh HTS	miR-122 sensor	EWS-Fli block	F508del corr	INS-1E GSIS act	DENV2 CPE rescue	FN deposit inh
O=C(N/N=C/c1cccc(F)c1)c1c(O)c2ccccc2[nH]c1=O	-4	x	x	x	-26	x	-14
CCCC(=O)Nc1ccc2c(c1)OC[C@@H](C)N(C(=O)c1cnccn1)C[C@H](C)[C@H](OC)CN(C)C2=O	-11	x	-2	-1.0	-4	20	-2
C[C@H](CO)N1C[C@H](C)[C@H](CN(C)Cc2ccc3c(c2)OCO3)Oc2ccc(NS(=O)(=O)c3cccs3)cc2C1=O	x	-2[16.7 µM]	-2	-4.2	-4	2	-3
COc1cc(CN(CCc2c(C)[nH]c3ccc(C)cc23)C(=S)NC(C)(C)C)cc(OC)c1OC	14	-18	8	-0.5	x	-7	2
CNC(=S)N/N=C/C1=CCC2CC1C2(C)C (stereo not drawn)	33	x	3	-1.7	-9	x	0
C[C@H]1CN([C@@H](C)CO)C(=O)c2cc(C#CCN(C)C)cnc2O[C@@H]1CN(C)C(=O)NC1CCCC1	-12	13[16.7 µM]	-10	5.9	1	-3	-14
Cc1cccc(N2CCN(C(=O)c3cc(COc4ccc(F)c(F)c4)on3)CC2)n1	-80	1	x	-1.5	-7	-4	5
Cn1nnnc1SCc1nnc(-c2ccc(Cl)cc2)o1	-46	-1	x	x	x	x	7
CC(=O)Nc1cc(-c2ccc(C(=O)N3CCOCC3)cc2)cn2c(-c3ccc(S(C)(=O)=O)cc3)cnc12	-3	-7	-12	-3.4	-2	3	7
O=C(NNC(=O)c1cccc(Br)c1)C(=O)N1CCCCC1	-4	x	-5	-2.4	22	4	9
Cc1ccc(CNCC(=O)Nc2cccc(S(=O)(=O)NC3=NCCCCC3)c2)cc1	11	x	-8	-0.4	21	7	-3
C[C@H]1CN([C@@H](C)CO)C(=O)c2cccc(NC(=O)Nc3ccc4c(c3)OCO4)c2O[C@H]1CN(C)Cc1ccncc1	-58	6[16.7 µM]	-13	-2.4	12	7	x
OC(COc1ccc2ccccc2c1Br)Cn1cnc(-c2ccccc2)c1 (stereo not drawn)	-8	-6	x	x	x	x	-3
C/C=C/Cn1c(SCCCc2ccccc2)nc2c1c(=O)[nH]c(=O)n2C	30	-2	22	0.5	x	-4	-2
C[C@H]1CN([C@@H](C)CO)S(=O)(=O)c2ccc(-c3cncnc3)cc2O[C@@H]1CN(C)C(=O)CC1CC1	x	-1[16.7 µM]	-6	2.6	6	-4	-4
CCCC(=O)Nc1ccc2c(c1)OC[C@@H](C)N(C(C)=O)C[C@@H](C)[C@H](OC)CN(C)C2=O	0	1[16.7 µM]	-2	x	5	-5	-7
COc1ccc(-c2cn[nH]c2-c2ccc(OCC(=O)NN)cc2O)cc1	-12	-3	-3	-3.1	-1	-4	8
COC(=O)[C@H](Cc1ccccc1)NC(=O)Cn1cnc(C(=O)Nc2ccc(C)c(C)c2)n1	3	2	-6	-4.1	1	3	-8
Cc1ccc2[nH]c(=O)c(CN(C)S(=O)(=O)c3cccc4nonc34)cc2c1	-7	-2	-8	1.1	6	0	-4
COc1ccc(OCc2nnc(SCC(=O)Nc3ccccc3Cl)o2)cc1	-3	-2	1	-0.7	13	-2	-1
Cc1nc2sccn2c(=O)c1S(=O)(=O)N1CCN(c2ccccc2)CC1	-16	-2	5	-5.4	x	-8	2
CC(C)CN(C(=O)CC1CCCC1)c1c(N)n(Cc2ccccc2)c(=O)[nH]c1=O	x	x	-3	1.8	1	3	-4
Cn1c(=O)c2[nH]c(-c3ccccc3Cl)c(O)c2n(C)c1=O	3	x	x	x	13	3	0
CCNC(=S)N1CCN(S(=O)(=O)c2ccc(C)cc2)CC1	-14	0	13	-3.2	-1	x	-5
O=C(Cn1c(NCCCO)nc2ccccc21)c1ccc(Cl)cc1Cl	18	21	6	4.6	-6	-3	1
SMILES	PAX8 inh HTS	miR-122 sensor	EWS-Fli block	F508del corr	INS-1E GSIS act	DENV2 CPE rescue	FN deposit inh
Cc1cc(C)nc(N2CCN(C(=O)c3ccc(S(=O)(=O)N4CCCCCC4)cc3)CC2)n1	3	0	5	-2.4	5	17	0
C[C@@H]1CCCCO[C@H](CN(C)Cc2ccccc2)[C@H](C)CN([C@@H](C)CO)C(=O)c2cc(NC(=O)Nc3ccc(C(F)(F)F)cc3)ccc2O1	115*	-28[16.7 µM]	3	1.3	40	-6	2
COc1ccc(NC(=O)Nc2c(SC)nsc2SC)cc1	5	-5	3	x	0	3	x
COc1cc(C=O)ccc1OCCCOc1ccccc1[N+](=O)[O-]	-129	x	-19	x	11	6	0
CN1C(=O)c2cc(NC(=O)Cc3cccs3)ccc2OC[C@H]2O[C@H](CC(=O)NCC3CC3)CC[C@H]21	-5	3[16.7 µM]	2	-4.3	-8	3	7
Cc1ccc(-c2cnc3c(c2)C(=O)N([C@@H](C)CO)C[C@H](C)[C@H](CN(C)C)O3)cc1	x	-4[16.7 µM]	-15	-0.9	19	-2	3
Cc1ccc(S(=O)(=O)Nc2ccc3c(c2)CC(=O)N([C@@H](C)CO)C[C@@H](C)[C@H](CN(C)Cc2ccc(Cl)c(Cl)c2)O3)cc1	92*	-27[16.7 µM]	19	1.4	-11	19	16
Cc1ccccc1-c1cnc2c(c1)C(=O)N([C@@H](C)CO)C[C@H](C)[C@H](CN(C)C(=O)c1ccc(F)cc1)O2	x	x	6	-3.2	-2	u	-11
COc1cc(/C=C/C(=O)OCC(=O)NC(=O)NC2CCCCC2)ccc1OC(F)F	15	-5	x	1.2	-2	-1	x
COc1cc(OC)cc(C(=O)NNC(=O)c2cc(S(=O)(=O)N3CCOCC3)ccc2F)c1	-3	7	1	-1.7	1	-5	1
C[C@@H]1CN([C@@H](C)CO)C(=O)c2cc(NS(=O)(=O)c3ccc(F)cc3)ccc2O[C@@H](C)CCCCO[C@H]1CN(C)Cc1ccc2c(c1)OCO2	2	-9[16.7 µM]	14	0.2	-24	u	-2
N#Cc1cccc(-c2ccc3c(c2)[C@@H]2[C@@H](CCN2C(=O)c2ccccc2F)[C@@H](CO)N3)c1	-24	2[16.7 µM]	11	1.5	5	1	8
CO[C@@H]1CN(C)C(=O)c2ccc(NC(=O)C3CC3)cc2OC[C@@H](C)N(Cc2cc(F)ccc2F)C[C@@H]1C	x	x	-3	0.1	-39	-2	-5
COc1ccc(C(=O)c2sc3nc(C)cc(-c4cccs4)c3c2N)cc1	-4	x	13	7.0	-1	6	-4
O=C(Nc1ccc(F)cc1F)c1sccc1SCc1cccc(C(F)(F)F)c1	x	5	x	x	-19	x	-2
CN(C)CC#Cc1ccc([C@@H]2[C@H]3CN(C(=O)Cc4ccccc4)CC(=O)N3[C@H]2CO)cc1	6	x	11	1.7	7	-3	x
O=C(Cc1c[nH]c2ccccc12)Nc1ccc(Nc2cccnc2)c(-c2ccc(F)c(F)c2)c1	43	x	13	-0.4	x	16	-6
COc1ccc2[nH]c3c(=O)n(Cc4ccc(C(=O)N5CCCCCC5)cc4)c(=S)[nH]c3c2c1	-3	x	0	-5.4	-16	x	x
O=C(NCc1ccc(F)cc1)c1ccc(NC(=O)C2CCCO2)cc1 (stereo not drawn)	-12	-10	-1	-1.5	5	8	2
Cc1nn(-c2ccc(Cl)cc2)c(N)c1C(O)(CSc1nccn1C)C(F)(F)F (stereo not drawn)	-1	2	x	x	x	x	-4
CCCCCCN1C=CC=C/C1=C\C=C(C#N)C#N	-7	-9	-5	-1.4	13	6	2
O=C(C[C@@H]1CC[C@@H]2[C@H](COC[C@H](O)CN2Cc2nccs2)O1)NCc1ccc(Oc2ccccc2)cc1	x	-5[16.7 µM]	x	0.7	-13	1	-6
COc1cccc(CN(C)C(=O)c2cc(S(=O)(=O)NC3CCCCC3)ccc2C)c1	9	33	-16	-4.6	-13	6	-7
COc1ccnc(N=CNOCc2ccc(Cl)cc2)c1C#N	-15	-2	-38	2.9	25	u	5
CC(=O)Nc1ccc(NC(=O)C/C(C)=N/NC(=O)C(=O)Nc2ccc(C)c(Cl)c2)cc1	-21	0	-10	4.5	0	-1	-7

Laid out differently: results already given
Order of values – PAX8 inh HTS	miR-122 sensor	EWS-Fli block	F508del corr	INS-1E GSIS act	DENV2 CPE rescue	FN deposit inh
CN(C)CC#Cc1ccc([C@@H]2[C@H]3CN(C(=O)Cc4ccccc4)CC(=O)N3[C@H]2CO)cc1
    6	x	11	1.7	7	-3	x
COc1ccc2[nH]c3c(=O)n(Cc4ccc(C(=O)N5CCCCCC5)cc4)c(=S)[nH]c3c2c1
    -3	x	0	-5.4	-16	x	x

More entries follow.
SMILES	PAX8 inh HTS	miR-122 sensor	EWS-Fli block	F508del corr	INS-1E GSIS act	DENV2 CPE rescue	FN deposit inh
Cc1cc2oc(C(=O)Nc3nonc3C)c(C)c2cc1C	-83	-5	-76	2.4	11	3	8
COc1ccc(C#Cc2ccc3c(c2)[C@@H]2[C@@H](CCN2Cc2nccs2)[C@@H](CO)N3)cc1	-17	-11[16.7 µM]	1	0.0	12	x	-15
COc1cccc(NC(=O)CN2C(=O)NC(CCc3ccccc3)C2=O)c1 (stereo not drawn)	-1	x	-2	1.3	x	0	1
O=C(NC1CCCC1)C(c1ccncc1)N(CCCN1CCOCC1)C(=O)c1ccc(-c2ccccc2)[nH]1 (stereo not drawn)	-3	x	-2	-0.1	21	10	15
Cc1ccnn1-c1ccc(C(=O)N2CCCN(S(=O)(=O)c3ccc(F)cc3)CC2)cc1	-6	x	1	1.5	-14	17	1
CC1CCN(C(=O)COC(=O)CCCN2C(=O)c3cccc4cccc(c34)C2=O)CC1	x	x	x	1.1	22	0	5
COc1ccc(NC(=O)N(C)C[C@H]2Oc3c(NC(=O)Nc4cccc5ccccc45)cccc3C(=O)N([C@@H](C)CO)C[C@@H]2C)cc1	x	-16[16.7 µM]	-24	-0.1	-3	14	12
O=C(Cn1nc(Cc2ccncc2)c2ccccc2c1=O)N1CCN(C(=O)c2ccco2)CC1	6	-7	11	0.7	9	0	-10
O=C(N/N=C/c1ccc2c(c1)OCO2)c1ccc2c(c1)OCCO2	-19	x	x	x	14	x	6
COc1ccc(NS(=O)(=O)c2ccc(Cl)c(C(=O)O)c2)cc1S(=O)(=O)N1CCCCC1	5	x	-8	-0.4	-24	-2	10
CC1CCN(c2ccc(C(=O)OCC(=O)NCCN3C(=O)CSC3=O)cc2[N+](=O)[O-])CC1	-26	x	4	3.2	-47	1	x
Cc1cccc(NC(=O)NCc2ccc3[nH]c(C)cc3c2)c1	-25	-3	-48	-2.9	6	14	0
Cc1ccc(NC(=O)COc2coc(CN3c4ccccc4CC3C)cc2=O)c(C)c1 (stereo not drawn)	x	x	5	2.0	2	7	0
Cc1ccccc1CC(=O)N1CCCC(CCC(=O)N2CCN(c3ccccn3)CC2)C1 (stereo not drawn)	8	x	-8	-0.7	3	-5	-2
COc1ccccc1NS(=O)(=O)c1c(C)[nH]c(C)c1C(=O)N1CCCC1	0	0	-6	2.6	4	-1	-12
Oc1ccc(N=Nc2n[nH]c(-c3ccccc3)n2)cc1	x	-6	x	x	-14	x	-2
CCOc1ccc(NC(=S)N=Nc2c(O)[nH]c3ccccc23)cc1	39	x	17	-1.8	-15	-5	x
Nn1c(SCC(=O)Nc2ccc3c(c2)OCCO3)nncc1=O	-34	4	x	3.2	6	-2	1
Cc1ccc(S(=O)(=O)N2CCN(C(=O)c3ccc(-n4cncn4)c([N+](=O)[O-])c3)CC2)cc1	6	x	2	-0.1	-4	-1	-3
COc1ccc(-c2[nH]c(-c3cccc(OC)c3)nc2SCC(=O)NCc2ccco2)cc1	13	8	-15	0.2	x	1	-3
CN(C)c1ccc(NC(=O)CSc2nc3ccccc3c(=O)n2C2CCCCC2)cc1	21	-2	x	x	x	x	-3
